ALOX15B inhib – 15-hLO-2 (ALOX15B) enzyme inhibition; purified 15hLO-2, xylenol orange hydroperoxide absorbance; Potency, µM (doses to about 57.1 µM), for inactives: top-dose activity change, negative = inhibition, actives largely listed as inhibitors; 0.56% of 110,000 active; AID 881; further: potency means the concentration at half of the fitted maximal effect; nearly all actives have a fitted effect of over 60% in size; many of its hits are not listed in these tables
Target sequence (O15296 whole entry, looked up): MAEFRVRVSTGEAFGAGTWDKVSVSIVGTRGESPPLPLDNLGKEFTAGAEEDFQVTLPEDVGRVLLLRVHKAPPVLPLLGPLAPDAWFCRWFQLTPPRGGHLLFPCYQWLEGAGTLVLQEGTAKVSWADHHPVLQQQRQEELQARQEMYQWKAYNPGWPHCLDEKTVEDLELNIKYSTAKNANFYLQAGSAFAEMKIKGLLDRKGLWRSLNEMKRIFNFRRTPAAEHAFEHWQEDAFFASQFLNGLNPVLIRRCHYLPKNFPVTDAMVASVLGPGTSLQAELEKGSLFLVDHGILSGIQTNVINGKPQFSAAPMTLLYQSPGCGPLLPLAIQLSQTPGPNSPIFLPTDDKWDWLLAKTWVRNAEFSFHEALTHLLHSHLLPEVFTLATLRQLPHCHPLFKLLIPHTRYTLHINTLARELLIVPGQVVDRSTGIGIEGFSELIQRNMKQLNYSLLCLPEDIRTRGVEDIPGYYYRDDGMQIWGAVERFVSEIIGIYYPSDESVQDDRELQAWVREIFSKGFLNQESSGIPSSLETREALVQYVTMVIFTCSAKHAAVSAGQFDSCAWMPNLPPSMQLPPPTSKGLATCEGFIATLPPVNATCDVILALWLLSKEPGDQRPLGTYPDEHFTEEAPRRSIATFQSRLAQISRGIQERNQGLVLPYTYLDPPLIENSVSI
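Read-out: hydroperoxide product oxidises ferrous iron, measured as xylenol orange complex via the 573-to-405 nm absorbance ratio after 30 min. Reaction: 50 nM enzyme, 15 min compound preincubation, 45 uM arachidonic acid, 90 min RT, Hepes pH 7.5 with Triton X-100.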
IMPase inh – IMPase inhibition in cells; inhibition (IP1 accumulation), % at 46.1 µM; AID 901; P97697; CHO-M1 cells, IP1 accumulation, HTRF TR-FRET ratio; 120,000 tested, under 10 active; active means well fitted curve in the direction sought with a large enough effect in the signal ratio, not every such curve was filed as active; inconclusive means small, poorly fitted or top-dose-only effect, or a change in a side signal; inactive means no such curve, though single readings can be large or run the other way; the % refers to the signal ratio;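 further: cells stimulated with carbachol in lithium chloride buffer; plate controls were DMSO basal wells for no effect and reference inhibitor wells for full effect; higher means more IMPase inhibition seen as more IP1 and lower FRET ratio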
Target sequence (P97697 whole entry, looked up): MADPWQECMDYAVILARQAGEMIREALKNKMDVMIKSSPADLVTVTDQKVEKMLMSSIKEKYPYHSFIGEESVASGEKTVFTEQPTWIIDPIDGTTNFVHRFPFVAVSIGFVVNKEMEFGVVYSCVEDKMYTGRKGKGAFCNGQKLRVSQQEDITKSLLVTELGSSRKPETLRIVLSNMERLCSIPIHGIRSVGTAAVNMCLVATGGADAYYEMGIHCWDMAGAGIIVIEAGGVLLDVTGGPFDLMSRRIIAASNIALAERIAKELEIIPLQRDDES
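Measured: the HTRF emission ratio (665/620 nm) plus the 620 nm donor channel, each fitted to the Hill equation to give AC50. Cells were CHO-M1 given compounds up to 46 uM and a 30 min carbachol stimulation at 37C.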
ALOX12 inhib – blocks human 12-lipoxygenase activity | P18054 | purified 12-hLO, xylenol orange hydroperoxide absorbance | 0.12% of 150,000 active | AID 1452 | Potency, µM (top dose mostly 57.1 µM), inactives show at the highest dose activity change, negative = inhibition, actives largely listed as inhibitors; further: potency means the concentration at half of the fitted maximal effect; nearly all actives have a fitted effect of over 55% in size; many of its hits are not listed in these tables
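Hydroperoxide output read as Fe(III)-xylenol orange absorbance, 573-to-405 nm ratio, after 30 min reaction with 40 uM arachidonic acid. Enzyme: 150 nM purified human 12hLO, 15 min compound preincubation; 25 mM Hepes pH 7.0, room temperature.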
PNC inhibitor – blocks assembly of the perinucleolar compartment. PC3M PTB-GFP, PNC prevalence imaging, 16 h; stronger effect = lower value. activity change (PNC), negative = inhibition, % at 10 µM. 3.1% of 140,000 active;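 active means readout at or below -70, meaning at least 70% loss of cells showing the perinucleolar compartment, a nuclear body marking cancer cells; inconclusive means readout between -30 and a set limit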;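 further: plate controls were DMSO wells for no effect and camptothecin positive control wells for full effect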
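PC3M cells stably expressing PTB-GFP, 750–1000 cells/well, treated 16 h at 37 °C with compound (23 nl of library stock), in duplicate. After paraformaldehyde fixation and Hoechst stain, imaged at 20x; PNC prevalence scored by image analysis.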
* marks the source's active call; other numbers are inactive results; ? = inconclusive; . = no result given; [ ] = remark or other dose. Unless noted, the call rests on the fitted dose curve; in most records, active means well fitted curve in the direction sought with a large enough effect; inconclusive means small, poorly fitted or top-dose-only effect, or another doubt; inactive means no such curve, though single readings can be large; an effect the other way counts as inactive or inconclusive. Unless noted, on the % scale 0 is the no-effect control and ±100 the full control effect.

compound	IMPase inh	ALOX12 inhib	ALOX15B inhib	PNC inhibitor
O=C(O)NCc1ccccc1 (tested in a mixture with another compound)	.	0%[11.4 µM]	-5%[11.4 µM]	.
O=S(NCc1ccccc1)C12CC3CC(CC(C3)C1)C2 (stereo not drawn)	10	-5%	2%	-14
COc1ccc(C2CC(c3ccccc3Cl)Nc3ncnn32)cc1OC (stereo not drawn)	3	0%	47%[activator]	-7
Cc1ccccc1NCC(=O)c1ccc(Br)cc1	0	-9%	7%	9
O=C(NC1CCCCCC1)c1cc2n(n1)C(C(F)(F)F)CC(c1ccco1)N2 (stereo not drawn)	2	1%	-5%	7
Cc1cc(C)c(C)c(OCc2nc(-c3cccnc3)no2)c1	-14	-9%	6%	?
COC(=O)C1=C(C)NC(=O)NC1c1cccc(OC)c1OCc1ccccc1 (stereo not drawn)	1	3%	3%	-26
CN(CC(=O)Nc1cccc2c1CCCC2)S(=O)(=O)c1ccc(Br)cc1	1	-3%	-2%	37
Cc1ccccc1-c1nnc2s/c(=C\c3ccc(N(C)C)cc3)c(=O)n12	1	-5%	-3%	-17
COC(=O)c1ccc(NC(=O)C(C)Oc2ccccc2)cc1 (stereo not drawn)	0	-3%	1%	-9
CCOC(=O)c1c(CC(C)C)csc1NC(=O)COC(=O)c1cc(OC)c(OC)cc1[N+](=O)[O-]	1	-5%	.	6
N#CC1=C(S)N(c2ccccc2)C2(CCCCC2)NC1=O	.	0%	.	-21

Going on with the list.
compound	IMPase inh	ALOX12 inhib	ALOX15B inhib	PNC inhibitor
CC(C)(C)c1cc(CCC(=O)NNC(=S)NC(=O)c2ccccc2)cc(C(C)(C)C)c1O	.	-23%	.	8
Cc1ccc(C(C)C)c(O)c1	.	0%[0.00818 µM]	-17%[0.0915 µM]	.
CC(C)Oc1cccc(-c2cc(C(=O)NC(=S)N(C)c3ccccc3C(=O)O)c3ccccc3n2)c1	.	0%	.	?
Cc1sc2c(c1C)c(=O)nc1scc(CC(=O)O)n12	-12	1%	3%	-4
COc1cc(C)c(S(=O)(=O)n2nnc3ccccc32)cc1C	-4	1%	-4%	-10
CCN(CC)CCNC(=O)CCn1c(=S)[nH]c2cc3c(cc2c1=O)OCO3	2	1%	1%	-1
COc1ccc(-n2c(SC)nc(O)cc2=O)cc1	-4	-10%	7%	3
O=c1cc(CSc2nnc(COc3ccccc3)n2-c2ccccc2)c2ccccc2[nH]1	.	1%	.	38
COCCN(CCOC)S(=O)(=O)c1ccc(C(=O)Nc2sc3c(c2C(N)=O)CCCCC3)cc1	11	1%	.	-119*
O=C(/C=C/c1ccccc1Cl)Nc1ccc(-c2nnc3n2CCCCC3)cc1	.	0%	.	-6
COc1ccc(C(=O)NCCN2C(=O)S/C(=C\c3cccnc3)C2=O)c(OC)c1OC	.	-4%	.	-9
O=c1c2[nH]c3ccc(F)cc3c2ncn1CCN1CCN(Cc2ccccc2)CC1	-6	3%	1%	-3

3 compounds out of the list, arranged by molecular weight, low to high:
compound	IMPase inh	ALOX12 inhib	ALOX15B inhib	PNC inhibitor
Cc1sc2c(c1C)c(=O)nc1scc(CC(=O)O)n12	-12	1%	3%	-4
O=c1c2[nH]c3ccc(F)cc3c2ncn1CCN1CCN(Cc2ccccc2)CC1	-6	3%	1%	-3
CC(C)(C)c1cc(CCC(=O)NNC(=S)NC(=O)c2ccccc2)cc(C(C)(C)C)c1O	.	-23%	.	8

The listing continues:
compound	IMPase inh	ALOX12 inhib	ALOX15B inhib	PNC inhibitor
CCOc1cc(C)nc(N2CCN(C3CCCCC3)CC2)n1	-2	3%	9%	?
COc1cccc(OC)c1C(=O)N1CCN(Cc2ccccc2C)CC1	-1	-5%	-12%	31
Cc1cc(NC(=O)/C=C/c2ccc(F)cc2)n(-c2nc3ccccc3[nH]2)n1	3	0%	.	39
O=C(O)CC1S/C(=N\N=C/c2ccccc2)N(c2ccc(O)cc2)C1=O (stereo not drawn)	-19	-1%	-2%	?
CC(C)C[C@H]1COC(c2ccc(Br)cc2)=N1	.	1%[0.00818 µM]	27%[0.0915 µM]	.
O=C(CSc1nnc(CNC(=O)c2cccs2)o1)c1ccccc1	-5	-8%	-9%	-13
COc1ccc(CCCc2nnc(SCC(=O)Nc3cc(C)c(C)cc3Br)o2)cc1	3	-7%	4%	-2
Cc1c([N+](=O)[O-])cc(C(=O)N2CCOCC2)cc1[N+](=O)[O-]	.	2%	.	-27
COc1ccc(-n2c(O)c(C=NC3CC3)c(=O)[nH]c2=O)cc1	8	-4%	3%	0
CC(=O)Oc1ccccc1C1OC(=O)c2ccccc2N1C(C)=O (stereo not drawn)	-4	-3%	-1%	?
Cc1cc(Cl)c(S(=O)(=O)NC2CCCCC2)cc1OCC(=O)Nc1nncs1	27	-6%	.	-119*
Cc1ccc2nc3c(cc(C#N)c(=O)n3-c3nccs3)c(=O)n2c1	-12	-6%	-26%	-20

Carrying on.
compound	IMPase inh	ALOX12 inhib	ALOX15B inhib	PNC inhibitor
N#CC1=C(N)Oc2n[nH]c(-c3cccs3)c2C1c1cccnc1 (stereo not drawn)	-4	-5%	6%	-13
COc1cc(O)oc1C=Nc1ccccc1	-5	1%	-5%	12
O=C(c1cccc(F)c1)N1CCC2(CCCN(Cc3cc(C(F)(F)F)cc(C(F)(F)F)c3)C2)CC1	.	-3%	13%	.
COc1cc(CN2C(=O)C(NC(=O)c3ccco3)(C(F)(F)F)C3=C2CC(C)(C)CC3=O)cc(OC)c1 (stereo not drawn)	0	4%	-3%	-10
Cc1ccc(C[n+]2cccc(-c3ccccc3)c2)c(C)c1	.	2%	.	37
CSCCC(NS(=O)(=O)c1ccc(Cl)cc1)C(=O)OCC(=O)N1CCCc2ccccc21 (stereo not drawn)	-7	-9%	.	?
CCOc1ccc(C(F)(F)F)cc1NC(=O)COc1ccc(C(F)(F)F)cc1[N+](=O)[O-]	-3	-4%	4%	17
CCCn1c(NC(=O)c2cccc(C)c2C)nc2ccccc21	13	-3%	26%	7
COc1cc(-c2nnc3n2N=C(c2ccccc2)CS3)cc(OC)c1OC	11	-8%	0%	?
Clc1ccc2nc(-c3ccncc3)cc(-c3ccccc3)c2c1	-2	1%	.	7
Cc1nc(N2CCN(Cc3ccccc3)CC2)nc2c1C(=O)CC(C)C2 (stereo not drawn)	3	2%	22%	?
Cc1cccc(Sc2c([N+](=O)[O-])ncn2C)c1	5	-22%	-3%	-7

15 consecutive entries already listed:
compound	IMPase inh	ALOX12 inhib	ALOX15B inhib	PNC inhibitor
COc1ccc(CCCc2nnc(SCC(=O)Nc3cc(C)c(C)cc3Br)o2)cc1	3	-7%	4%	-2
Cc1c([N+](=O)[O-])cc(C(=O)N2CCOCC2)cc1[N+](=O)[O-]	.	2%	.	-27
COc1ccc(-n2c(O)c(C=NC3CC3)c(=O)[nH]c2=O)cc1	8	-4%	3%	0
CC(=O)Oc1ccccc1C1OC(=O)c2ccccc2N1C(C)=O (stereo not drawn)	-4	-3%	-1%	?
Cc1cc(Cl)c(S(=O)(=O)NC2CCCCC2)cc1OCC(=O)Nc1nncs1	27	-6%	.	-119*
Cc1ccc2nc3c(cc(C#N)c(=O)n3-c3nccs3)c(=O)n2c1	-12	-6%	-26%	-20
N#CC1=C(N)Oc2n[nH]c(-c3cccs3)c2C1c1cccnc1 (stereo not drawn)	-4	-5%	6%	-13
COc1cc(O)oc1C=Nc1ccccc1	-5	1%	-5%	12
O=C(c1cccc(F)c1)N1CCC2(CCCN(Cc3cc(C(F)(F)F)cc(C(F)(F)F)c3)C2)CC1	.	-3%	13%	.
COc1cc(CN2C(=O)C(NC(=O)c3ccco3)(C(F)(F)F)C3=C2CC(C)(C)CC3=O)cc(OC)c1 (stereo not drawn)	0	4%	-3%	-10
Cc1ccc(C[n+]2cccc(-c3ccccc3)c2)c(C)c1	.	2%	.	37
CSCCC(NS(=O)(=O)c1ccc(Cl)cc1)C(=O)OCC(=O)N1CCCc2ccccc21 (stereo not drawn)	-7	-9%	.	?
CCOc1ccc(C(F)(F)F)cc1NC(=O)COc1ccc(C(F)(F)F)cc1[N+](=O)[O-]	-3	-4%	4%	17
CCCn1c(NC(=O)c2cccc(C)c2C)nc2ccccc21	13	-3%	26%	7
COc1cc(-c2nnc3n2N=C(c2ccccc2)CS3)cc(OC)c1OC	11	-8%	0%	?

The list goes on:
compound	IMPase inh	ALOX12 inhib	ALOX15B inhib	PNC inhibitor
O=C(COC(=O)c1cccnc1Nc1cccc(C(F)(F)F)c1)NCCN1C(=O)CSC1=O	4	-3%	13%	49
CCN(CC)CCNC(=O)c1ccccc1N	-2	1%	-5%	0
CC1CCCCN1C(=S)Nc1ccc(OC(F)F)cc1 (stereo not drawn)	1	-2%	.	?
CCOC(=O)c1cnc(-n2nc(C)cc2C)nc1Nc1ccc(C)cc1	16	5%	51%[activator]	5
Nn1c(SCc2nc3ccccc3[nH]2)nnc1C1CCCCC1	-5	-1%	21%	62
Cc1cc(C)nc(NS(=O)(=O)c2ccc(NC(=O)CCCN3C(=O)c4ccccc4C3=O)cc2)n1	1	-2%	3%	?
Cc1cc(C)cc(N(C(C)C(=O)N2CCCCC2)S(C)(=O)=O)c1 (stereo not drawn)	5	0%	-2%	-23
O=C(Nc1ccc2c(c1)OCO2)C1CC(c2c(F)cccc2Cl)=NO1 (stereo not drawn)	2	5%	-2%	?
CCCCN(CC)C(=O)CN1C(=O)c2ccccc2C1=O	0	2%	2%	-2
O=[N+]([O-])c1cc(-c2nc(-c3ccncc3)no2)ccc1Cl	.	-1%	.	?
O=C(O)c1c2ccccc2cc2ccccc12	4	-7%	1%	.
CCCSc1nc2c(cnn2-c2ccccc2)c(=O)[nH]1	-2	0%	-2%	-8

The listing continues.
compound	IMPase inh	ALOX12 inhib	ALOX15B inhib	PNC inhibitor
COc1cc(/C=N/Nc2cccc(C)c2)ccc1OC(=O)c1ccco1	12	-16%	.	57
Cc1ccnc(NS(=O)(=O)c2ccc(N3C(=O)c4ccccc4C3=O)cc2)n1	.	-2%	.	44
CN(Cc1nc2ccccc2n1C)S(=O)(=O)c1ccc(Cl)cc1	0	-9%	20%	-3
CCCCNC(=O)CC1N=C2c3ccccc3N=C(SCC(=O)Nc3ccccc3C)N2C1=O (stereo not drawn)	0	5%	0%	10
O=C(O)CSc1cccc2cccc(C(=O)O)c12	-12	-2%	4%	?
O=C(NCCc1ccccc1)c1cc2sccc2n1Cc1ccccc1	?	-2%	3%	-4
CC1=CCC(C(=O)O)(C(=O)N/N=C/c2cccs2)C(c2ccc(Cl)cc2)C1 (stereo not drawn)	4	-2%	-5%	-1
CC1(C)Cc2c(C#N)c(N3CCN(C(=O)c4ccccc4)CC3)nc(-c3ccco3)c2CS1	0	-12%	.	52
Cc1nc(SCC(=O)Nc2cc(C)on2)c2c(C)c(C)sc2n1	-19	-2%	-27%	12
O=C(Cn1nnc(-c2ccccc2F)n1)Nc1ccc(S(=O)(=O)NC2CCCC2)cc1	0	5%	-19%	27
CC(C)(C)NC(=S)NNC(=O)c1ccccc1Cl	-4	-4%	.	-13
O=c1cc(O)n(-c2ccccc2)c(=S)[nH]1	-3	-12%	.	-100*
OCc1ccccc1O[C@H]1OC(CO)C(O)C(O)C1O (stereo partly drawn)	.	0%	3%	.

Source: PubChem (National Center for Advancing Translational Sciences (NCATS))

These rows are one share of the data; rates above refer to the full screens.
